NSD2 block: blocks human NSD2 histone methyltransferase activity; O96028; NSD2-SET H3K36me1 DELFIA fluorescence, biochemical; inhibition, % at 12.5 µM; 44,000 tested, 0.07% active; AID 624260; in the data active = inhibition above about 54%, passing the limit was not always enough;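 note: inhibitors reduce the monomethyl H3K36 fluorescence signal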
Target sequence (O96028 whole entry, looked up): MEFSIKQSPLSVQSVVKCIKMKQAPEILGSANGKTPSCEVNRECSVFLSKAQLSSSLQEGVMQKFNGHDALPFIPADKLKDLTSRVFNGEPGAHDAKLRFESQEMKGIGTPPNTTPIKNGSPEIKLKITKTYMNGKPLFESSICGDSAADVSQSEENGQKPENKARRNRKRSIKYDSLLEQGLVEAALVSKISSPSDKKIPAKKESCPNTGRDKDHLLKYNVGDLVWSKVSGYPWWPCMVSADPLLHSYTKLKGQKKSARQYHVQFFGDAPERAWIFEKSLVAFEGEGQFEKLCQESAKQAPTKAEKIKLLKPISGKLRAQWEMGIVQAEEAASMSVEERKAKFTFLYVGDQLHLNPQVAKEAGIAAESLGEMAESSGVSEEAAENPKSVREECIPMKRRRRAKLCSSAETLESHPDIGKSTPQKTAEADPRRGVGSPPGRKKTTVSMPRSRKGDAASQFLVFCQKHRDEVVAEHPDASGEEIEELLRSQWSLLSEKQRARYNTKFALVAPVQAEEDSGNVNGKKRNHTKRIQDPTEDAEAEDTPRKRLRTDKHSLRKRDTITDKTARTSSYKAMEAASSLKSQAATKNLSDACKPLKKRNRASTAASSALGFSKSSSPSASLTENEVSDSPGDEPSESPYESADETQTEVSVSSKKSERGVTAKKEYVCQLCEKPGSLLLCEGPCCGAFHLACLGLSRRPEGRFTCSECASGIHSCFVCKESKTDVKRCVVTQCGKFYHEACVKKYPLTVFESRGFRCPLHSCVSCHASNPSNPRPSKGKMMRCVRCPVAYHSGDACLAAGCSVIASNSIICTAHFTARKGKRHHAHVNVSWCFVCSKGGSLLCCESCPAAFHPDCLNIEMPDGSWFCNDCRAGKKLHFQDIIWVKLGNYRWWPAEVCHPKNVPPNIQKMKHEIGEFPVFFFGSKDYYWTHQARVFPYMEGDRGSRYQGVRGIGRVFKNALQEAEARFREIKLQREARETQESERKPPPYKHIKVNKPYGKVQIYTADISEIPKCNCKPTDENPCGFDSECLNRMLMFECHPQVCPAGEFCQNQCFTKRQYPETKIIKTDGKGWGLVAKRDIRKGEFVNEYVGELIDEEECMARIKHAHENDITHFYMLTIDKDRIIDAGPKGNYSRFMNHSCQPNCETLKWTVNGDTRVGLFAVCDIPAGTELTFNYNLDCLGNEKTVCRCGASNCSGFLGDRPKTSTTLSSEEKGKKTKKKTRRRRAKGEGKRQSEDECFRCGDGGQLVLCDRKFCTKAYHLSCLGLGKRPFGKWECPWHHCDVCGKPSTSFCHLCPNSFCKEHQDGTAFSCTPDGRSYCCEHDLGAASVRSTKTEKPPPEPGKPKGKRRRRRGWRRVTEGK
Numbers without * were called inactive; i = inactive. Not all compounds are listed; count on the stated rates, not on these rows.

NSD2 block | Compound
-2 | O=C1O[C@@H](c2ccccc2)[C@@H](c2ccccc2)N2[C@@H](c3ccc(OCCO)cc3)[C@]3(C(=O)Nc4ccc(C#CCCO)cc43)[C@@H](C(=O)NC[C@H](O)c3ccccc3)[C@H]12
-1 | CCOc1ccc(-c2nc3ccc(Br)cc3c(C(=O)O)c2C)cc1
-11 | C[C@H](CO)N1C[C@H](C)[C@@H](CN(C)C(=O)Nc2cccc3ccccc23)Oc2ccc(NC(=O)Nc3ccc(C(F)(F)F)cc3)cc2C1=O
-2 | C[C@H](CO)N1C[C@H](C)[C@H](CN(C)Cc2ccc(C(F)(F)F)cc2)Oc2ccc(NS(=O)(=O)c3ccccc3)cc2C1=O
-1 | C[C@H]1CN([C@@H](C)CO)C(=O)c2cc(-c3cccc(F)c3)cnc2O[C@H]1CN(C)C(=O)c1ccccn1
-1 | C[C@@H]1CN([C@H](C)CO)C(=O)c2cccc(NS(=O)(=O)c3ccc(Cl)cc3)c2O[C@@H]1CN(C)C(=O)Nc1ccc(F)cc1
1 | Cc1noc(C)c1S(=O)(=O)Nc1ccc2c(c1)C(=O)N([C@H](C)CO)C[C@@H](C)[C@H](CN(C)C)OCCCC[C@@H](C)O2
-4 | CCC(=O)N(C)C[C@@H]1Oc2ncc(/C=C/c3ccccc3)cc2C(=O)N([C@@H](C)CO)C[C@@H]1C
-3 | COc1ccc(NC(=O)N(C)C[C@H]2Oc3ncc(C#CCC(C)C)cc3C(=O)N([C@@H](C)CO)C[C@H]2C)cc1
4 | C[C@@H]1CN([C@@H](C)CO)C(=O)Cc2cc(NC(=O)C3CC3)ccc2O[C@H]1CN(C)C(=O)NC1CCCCC1
4 | C[C@@H]1CN([C@@H](C)CO)C(=O)c2cc(-c3ccc(C#N)cc3)cnc2O[C@H]1CN(C)C(=O)CC1CC1
15 | COc1ccc(CN(C)C[C@@H]2OCCCC[C@H](C)Oc3ccc(NC(=O)Nc4cccc5ccccc45)cc3C(=O)N([C@@H](C)CO)C[C@H]2C)cc1
1 | COc1ccc(NC(=O)N(C)C[C@H]2Oc3ccc(NC(=O)C4CCCCC4)cc3CC(=O)N([C@H](C)CO)C[C@@H]2C)cc1
-7 | COc1ccc(NC(=O)Nc2ccc3c(c2)C(=O)N([C@H](C)CO)C[C@H](C)[C@@H](CN(C)S(=O)(=O)c2cccs2)OCCCC[C@@H](C)O3)cc1
1 | C[C@@H]1CN([C@@H](C)CO)S(=O)(=O)c2ccc(/C=C/c3ccccc3)cc2O[C@H]1CN(C)Cc1ccc(C(=O)O)cc1
1 | CC(C)CC#Cc1ccc2c(c1)O[C@@H](CN(C)S(C)(=O)=O)[C@@H](C)CN([C@@H](C)CO)S2(=O)=O
-6 | Cc1ccc(S(=O)(=O)Nc2cccc3c2O[C@@H](CN(C)Cc2ccc(C(F)(F)F)cc2)[C@@H](C)CN([C@@H](C)CO)C3=O)cc1
-14 | C[C@@H]1CN([C@H](C)CO)C(=O)c2cccc(NC(=O)Nc3ccc(C(F)(F)F)cc3)c2O[C@H]1CN(C)C(=O)Nc1ccc2c(c1)OCO2
3 | CN(C)C(=O)C[C@@H]1C[C@H]2c3cc(NC(=O)NC4CCCCC4)ccc3O[C@H]2[C@H](CO)O1
-2 | COc1ccc(NC(=O)N(C)C[C@@H]2Oc3ccc(NC(=O)NC4CCCCC4)cc3CC(=O)N([C@@H](C)CO)C[C@@H]2C)cc1
-3 | C[C@H](CO)N1C[C@H](C)[C@H](CN(C)Cc2ccc3c(c2)OCO3)OCc2cnnn2CCCC1=O
2 | Cc1noc(C)c1S(=O)(=O)Nc1ccc2c(c1)C(=O)N([C@H](C)CO)C[C@H](C)[C@@H](CN(C)Cc1ccccc1)O2
-4 | Cc1noc(C)c1S(=O)(=O)Nc1ccc2c(c1)C(=O)N([C@@H](C)CO)C[C@@H](C)[C@@H](CN(C)C(=O)Nc1ccccc1)OCCCC[C@@H](C)O2
5 | COCCNC(=O)C[C@H]1C[C@H]2c3cc(NC(=O)Nc4ccccc4F)ccc3O[C@H]2[C@@H](CO)O1
1 | C[C@@H]1CCCCO[C@@H](CN(C)C(=O)Cc2ccccc2)[C@@H](C)CN([C@H](C)CO)C(=O)c2cc(NS(=O)(=O)c3ccccc3)ccc2O1
5 | CC(=O)N(C)C[C@H]1Oc2cc(C#Cc3cccnc3)ccc2S(=O)(=O)N([C@@H](C)CO)C[C@@H]1C
-1 | COc1ccc(NC(=O)N(C)C[C@H]2Oc3ccc(NS(=O)(=O)c4ccc(Cl)cc4)cc3CC(=O)N([C@@H](C)CO)C[C@@H]2C)cc1
-10 | COCC(=O)N(C)C[C@@H]1Oc2cc(-c3ccc(C#N)cc3)ccc2S(=O)(=O)N([C@H](C)CO)C[C@@H]1C
2 | C[C@H]1CN([C@@H](C)CO)S(=O)(=O)c2ccc(C#CC3(O)CCCC3)cc2O[C@@H]1CN(C)C(=O)c1ccccc1
7 | COc1ccc(S(=O)(=O)Nc2ccc3c(c2)CC(=O)N([C@H](C)CO)C[C@@H](C)[C@@H](CN(C)Cc2ccc(C(=O)O)cc2)O3)cc1

Another view of four compounds above:
> CCC(=O)N(C)C[C@@H]1Oc2ncc(/C=C/c3ccccc3)cc2C(=O)N([C@@H](C)CO)C[C@@H]1C
- NSD2 block: -4

> COc1ccc(NC(=O)N(C)C[C@H]2Oc3ncc(C#CCC(C)C)cc3C(=O)N([C@@H](C)CO)C[C@H]2C)cc1
- NSD2 block: -3

> C[C@@H]1CN([C@@H](C)CO)C(=O)Cc2cc(NC(=O)C3CC3)ccc2O[C@H]1CN(C)C(=O)NC1CCCCC1
- NSD2 block: 4

> C[C@@H]1CN([C@@H](C)CO)C(=O)c2cc(-c3ccc(C#N)cc3)cnc2O[C@H]1CN(C)C(=O)CC1CC1
- NSD2 block: 4

A different layout for some results above:
Compound	NSD2 block
C[C@H](CO)N1C[C@H](C)[C@H](CN(C)Cc2ccc(C(F)(F)F)cc2)Oc2ccc(NS(=O)(=O)c3ccccc3)cc2C1=O	-2
CC(=O)N(C)C[C@H]1Oc2cc(C#Cc3cccnc3)ccc2S(=O)(=O)N([C@@H](C)CO)C[C@@H]1C	5
Cc1noc(C)c1S(=O)(=O)Nc1ccc2c(c1)C(=O)N([C@H](C)CO)C[C@H](C)[C@@H](CN(C)Cc1ccccc1)O2	2
Cc1noc(C)c1S(=O)(=O)Nc1ccc2c(c1)C(=O)N([C@H](C)CO)C[C@@H](C)[C@H](CN(C)C)OCCCC[C@@H](C)O2	1
Cc1noc(C)c1S(=O)(=O)Nc1ccc2c(c1)C(=O)N([C@@H](C)CO)C[C@@H](C)[C@@H](CN(C)C(=O)Nc1ccccc1)OCCCC[C@@H](C)O2	-4

More records:
NSD2 block | Compound
11 | C[C@H]1CN([C@@H](C)CO)C(=O)Cc2cc(NS(C)(=O)=O)ccc2O[C@@H]1CN(C)C(=O)Nc1cccc2ccccc12
0 | COc1ccc(S(=O)(=O)Nc2ccc3c(c2)CC(=O)N([C@@H](C)CO)C[C@@H](C)[C@@H](CN(C)C(=O)Nc2c(C)noc2C)O3)cc1
5 | COc1ccc(CN(C)C[C@H]2OCCCC[C@H](C)Oc3ccc(NC(=O)Nc4cccc5ccccc45)cc3C(=O)N([C@H](C)CO)C[C@H]2C)cc1
2 | C[C@@H]1CN([C@@H](C)CO)S(=O)(=O)c2ccc(-c3ccncc3)cc2O[C@@H]1CN(C)Cc1ccncc1
7 | C[C@@H]1O[C@@H](O[C@H]2[C@@H]3C=CO[C@@H](O[C@@H]4O[C@H](CO)[C@@H](O)[C@H](O)[C@H]4O)[C@@H]3[C@@]3(CO)O[C@@H]23)[C@H](O)[C@H](O)[C@H]1OC(=O)/C=C/c1ccccc1
6 | CN1CCN(C(=O)C[C@H]2C[C@H]3c4cc(NC(=O)C5CCC5)ccc4O[C@H]3[C@H](CO)O2)CC1
-5 | COc1ccc(NC(=O)Nc2cccc3c2O[C@@H](CN(C)C(=O)NC2CCCCC2)[C@@H](C)CN([C@@H](C)CO)C3=O)cc1
0 | C[C@@H]1CN([C@@H](C)CO)C(=O)c2cc(NS(=O)(=O)c3ccc(Cl)cc3)ccc2O[C@@H](C)CCCCO[C@H]1CN(C)C(=O)CCCN(C)C
-2 | C[C@@H]1CN([C@@H](C)CO)C(=O)c2cc(-c3ccccc3F)cnc2O[C@@H]1CN(C)C(=O)NC1CCCCC1
0 | COCCNC(=O)COc1ccc(OCCNC[C@@H](O)COc2ccccc2)cc1
i | Cc1ccc(S(=O)(=O)Nc2ccc3c(c2)C(=O)N([C@@H](C)CO)C[C@@H](C)[C@@H](CN(C)CC2CCCCC2)OCCCC[C@H](C)O3)cc1
-5 | C=C(C(=O)O)C(CCCCC(C)O)C(=O)O (stereo not drawn)
4 | C[C@@H]1CN([C@@H](C)CO)S(=O)(=O)c2ccc(-c3ccc(F)cc3)cc2O[C@H]1CN(C)CC1CC1
-1 | COc1ccc(S(=O)(=O)Nc2ccc3c(c2)C(=O)N([C@H](C)CO)C[C@@H](C)[C@@H](CN(C)C)OCCCC[C@@H](C)O3)cc1
-2 | CC(C)C#Cc1cnc2c(c1)C(=O)N([C@H](C)CO)C[C@H](C)[C@@H](CN(C)C(=O)c1ccccc1)O2
-5 | COc1ccc(-c2cnc3c(c2)C(=O)N([C@@H](C)CO)C[C@@H](C)[C@@H](CN(C)C(=O)NC2CCCC2)O3)cc1
14 | Cc1ccc(-c2cnc3c(c2)C(=O)N([C@@H](C)CO)C[C@H](C)[C@H](CN(C)CC2CCOCC2)O3)cc1
1 | COC1=CC(=O)O[C@@H](/C=C/c2ccccc2)[C@@H]1O
3 | CC1(C)[C@H]2CC=C(/C=N\NC(=O)CCCCCC(=O)O)[C@@H]1C2
5 | C[C@H](CO)N1C[C@H](C)[C@H](CN(C)S(=O)(=O)c2ccccc2)Oc2ccc(N(C)C)cc2C1=O
-1 | Cc1ccc(S(=O)(=O)N(C)C[C@@H]2OCCCC[C@H](C)Oc3ccc(NC(=O)NC4CCCCC4)cc3C(=O)N([C@@H](C)CO)C[C@@H]2C)cc1
-1 | Cc1ccc(S(=O)(=O)Nc2ccc3c(c2)CC(=O)N([C@H](C)CO)C[C@@H](C)[C@@H](CN(C)Cc2ccc(C(=O)Nc4ccccc4N)cc2)O3)cc1
-4 | Cc1noc(C)c1NC(=O)Nc1cccc2c1O[C@H](CN(C)Cc1ccc(C(=O)O)cc1)[C@@H](C)CN([C@@H](C)CO)C2=O
1 | CCC(=O)N(C)C[C@H]1Oc2ncc(/C=C/c3ccccc3)cc2C(=O)N([C@@H](C)CO)C[C@@H]1C
-2 | C[C@H]1CN([C@@H](C)CO)C(=O)c2cc(-c3cncnc3)cnc2O[C@@H]1CN(C)C(=O)Cc1ccccn1
-3 | C[C@@H]1CCCCO[C@H](CN(C)C(=O)CCC(F)(F)F)[C@H](C)CN([C@H](C)CO)C(=O)c2cc(NS(=O)(=O)c3ccc(Cl)cc3)ccc2O1
-3 | C[C@@H]1CN([C@H](C)CO)S(=O)(=O)c2ccc(C#Cc3ccccn3)cc2O[C@@H]1CN(C)Cc1ccccc1
-2 | C[C@H]1CN([C@@H](C)CO)C(=O)c2cccc(NS(=O)(=O)c3ccccc3)c2O[C@@H]1CN(C)C(=O)Nc1ccc2c(c1)OCO2
-7 | COc1ccc(NC(=O)Nc2ccc3c(c2)CC(=O)N([C@@H](C)CO)C[C@H](C)[C@H](CN(C)Cc2ccncc2)O3)cc1
4 | COc1ccc(CN(C)C[C@@H]2OCCCC[C@H](C)Oc3ccc(NS(=O)(=O)c4ccc(C)cc4)cc3C(=O)N([C@@H](C)CO)C[C@@H]2C)cc1

Continued.
NSD2 block | Compound
-4 | Cc1ccc(S(=O)(=O)N(C)C[C@@H]2Oc3ncc(C#Cc4cccc(F)c4)cc3C(=O)N([C@H](C)CO)C[C@@H]2C)cc1
9 | C[C@H]1CN([C@@H](C)CO)C(=O)c2cccc(NC(=O)C3CCOCC3)c2O[C@@H]1CN(C)Cc1ccc2c(c1)OCO2
2 | COc1ccc(NC(=O)Nc2ccc3c(c2)CC(=O)N([C@H](C)CO)C[C@H](C)[C@H](CN(C)Cc2ccc(C(=O)O)cc2)O3)cc1
4 | COC(=O)[C@]1(CO)N=C(c2ccc(OCCCO)cc2)O[C@@H]1c1ccccc1N=[N+]=[N-]
-3 | C[C@H](CO)N1C[C@H](C)[C@H](CN(C)Cc2ccc(C(=O)Nc3ccccc3N)cc2)OCCCC[C@H](C)Oc2ccc(NC(=O)C3CCCCC3)cc2C1=O
3 | COc1cccc(S(=O)(=O)Nc2ccc3c(c2)[C@@H]2C[C@@H](CC(=O)N4CCCCC4)O[C@@H](CO)[C@@H]2O3)c1
-2 | O=C(O[C@H]1[C@H](Oc2ccccc2COC(=O)C2(O)C=CCCC2=O)O[C@H](CO)[C@@H](O)[C@@H]1O)c1ccccc1 (stereo partly drawn)
-6 | C[C@@H]1CN([C@H](C)CO)C(=O)c2cc(NC(=O)NC3CCCCC3)ccc2O[C@@H](C)CCCCO[C@H]1CN(C)C(=O)Nc1ccc(C(F)(F)F)cc1
-3 | CCCC#Cc1ccc2c(c1)O[C@@H](CN(C)C(=O)C1CC1)[C@@H](C)CN([C@H](C)CO)S2(=O)=O
-3 | COc1ccc(CN(C)C[C@@H]2Oc3ccc(NC(=O)Nc4ccc(OC)cc4)cc3C(=O)N([C@H](C)CO)C[C@@H]2C)cc1
0 | C/C=C/c1cnc2c(c1)C(=O)N([C@@H](C)CO)C[C@H](C)[C@H](CN(C)C(=O)Nc1ccccc1F)O2
-4 | C[C@H]1CN([C@@H](C)CO)C(=O)c2cc(NS(=O)(=O)c3cn(C)cn3)ccc2O[C@H]1CN(C)Cc1ccc(C(F)(F)F)cc1
2 | C[C@H]1CN([C@@H](C)CO)C(=O)c2cc(NS(=O)(=O)c3cccs3)ccc2O[C@H]1CN(C)Cc1ccncc1
-2 | CC(C)NC(=O)N(C)C[C@H]1Oc2ccc(NC(=O)Cc3ccccc3)cc2CC(=O)N([C@@H](C)CO)C[C@H]1C
0 | Cc1ccc(S(=O)(=O)Nc2ccc3c(c2)C(=O)N([C@@H](C)CO)C[C@@H](C)[C@H](CN(C)C(=O)Cc2ccccc2)OCCCC[C@@H](C)O3)cc1
1 | Cc1noc(C)c1NC(=O)N(C)C[C@@H]1Oc2ccc(NC(=O)Cn3cnnn3)cc2CC(=O)N([C@H](C)CO)C[C@@H]1C
